Screening data from PubChem.
Hsp90 Hop PPI: qHTS Assay for Disrupters of an Hsp90 Co-Chaperone Interaction; AlphaScreen TPR2A-His6 binding biotin-Hsp90 C-terminal peptide; Potency, µM (top dose mostly 57 µM), inactives show top-dose activity change, negative = inhibition; 0.44% of 71,000 active; AID 595, 2007; active = well fitted curve in either direction with a large enough effect; inconclusive = small, poorly fitted or top-dose-only effect, or another doubt; also: potency is read from the fitted curve at half-maximal effect; % is scaled to controls: 0 for no effect and ±100 for the full control effect; many of its hits are not listed in these tables
DNA Pol III inh: qHTS Assay for Inhibitors of DNA Polymerase III Holoenzyme System; AID 603, 2007; reconstituted DNA polymerase III holoenzyme replication, biochemical; Potency, µM (titrated, usually from 57.1 µM), inactives show at the highest dose activity change, negative = inhibition; 0.25% of 71,000 active; also: potency is read from the fitted curve at half-maximal effect; % is scaled to controls: 0 for no effect and ±100 for the full control effect
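Reconstituted *E. coli* holoenzyme (0.35 nM Pol III, 1 nM beta, 154 nM SSB, 2 nM primase) was preincubated with compound for 15 min at RT. Synthesis on 1.4 nM ssM13Gori ran 35 min, then was stopped with PicoGreen/EDTA and read as dsDNA fluorescence.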
FLuc inh: qHTS Assay for Inhibitors of Firefly Luciferase; purified firefly luciferase, luminescence, 8 min; Potency, µM (top dose mostly 57.1 µM), for the others: at the highest dose activity change, negative = inhibition, usual class: inhibitors; 2.2% of 72,000 active; AID 411, 2009; also: potency is read from the fitted curve at half-maximal effect; % is scaled to controls: 0 for no effect and ±100 for the full control effect; nearly all actives have a fitted effect of over 40% in size
Target sequence (P08659 whole entry, looked up): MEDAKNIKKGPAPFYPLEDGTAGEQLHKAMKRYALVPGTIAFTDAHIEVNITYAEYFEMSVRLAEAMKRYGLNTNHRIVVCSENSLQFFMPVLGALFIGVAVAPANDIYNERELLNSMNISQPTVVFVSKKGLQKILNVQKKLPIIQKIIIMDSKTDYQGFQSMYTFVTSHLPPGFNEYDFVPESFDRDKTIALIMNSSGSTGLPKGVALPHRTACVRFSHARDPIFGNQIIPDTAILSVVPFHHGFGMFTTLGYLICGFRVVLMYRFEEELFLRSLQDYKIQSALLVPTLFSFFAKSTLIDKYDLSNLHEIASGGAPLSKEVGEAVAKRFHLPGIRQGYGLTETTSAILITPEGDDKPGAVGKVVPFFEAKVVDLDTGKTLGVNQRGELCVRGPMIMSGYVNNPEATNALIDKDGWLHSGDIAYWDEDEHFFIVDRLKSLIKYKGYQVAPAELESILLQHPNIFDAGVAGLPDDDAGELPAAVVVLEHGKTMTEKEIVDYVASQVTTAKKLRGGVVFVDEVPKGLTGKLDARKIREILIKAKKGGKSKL
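Titration-based qHTS; buffer 50 mM imidazole pH 7.2, 50 mM KCl, 7 mM MgCl2, 10 uM ATP, 0.01% Tween 20, 0.05% BSA; luciferase/luciferin detector mix added after compound; 8 min, ambient; luminescence.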
HBB splicing: qHTS Assay for Modulators of Hemoglobin Beta Chain Splicing; HBB splicing reporter cell assay, activation; EGFP reporter with mutant IVS2-654 intron; response scale: normalised to 500 nM splice-correcting PNA; Potency, µM (top dose mostly 46.1 µM), for inactives: at the top dose activation, actives largely listed as activators; 0.06% of 65,000 active; AID 925, 2007; also: potency is read from the fitted curve at half-maximal effect; 0% is about no effect
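Compounds were applied for 2 days to HeLa EGFP-654 cells, 500/well in Optimem with 2% FCS. The reporter's EGFP is disrupted by mis-splicing of beta-globin intron IVS2-654. Readout: summed well GFP fluorescence from 488 nm laser scanning; reference was 500 nM antisense […] 654 PNA.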
GFP derepression: qHTS Assay for Epigenetic Modulators | mouse C127i GFP locus derepression, cytometry, 30 h | Potency, µM (doses to about 46.1 µM), without a hit: top-dose GFP derepression (activation) | 0.09% of 68,000 active; also: % of control where 0% means no effect
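Derepression screen: silenced CMV-GFP reporter in murine C127i cells, 30 h compound incubation at 37 C, washed cells imaged by laser-scanning cytometer to enumerate GFP-expressing objects of 20 to 120 um.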
Ub-GFP proteasome: Ubiquitin-GFP Assay; Ubiquitin-GFP reporter cells, proteasome inhibition, GFP fluorescence; response scale: untreated = 0%, 10 µM MG-132 = 100%; Potency, µM (highest dose often 45.9 µM), without a hit: at the top dose activation (GFP accumulation), most hits filed as activators; 67,000 tested, under 10 active; AID 526, 2006; active = well fitted activation curve with a large enough effect, not every such curve was filed as active; inconclusive = small, poorly fitted or top-dose-only effect, or another doubt; inactive = no such curve, though single readings can be large or run the other way; also: potency is read from the fitted curve at half-maximal effect
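Reporter cells (U2OS, ubiquitin-G76V-GFP fusion) are plated overnight, then treated 4 hr at 37 °C with compound titrations from 46 uM down to 2.9 nM. Activity is scaled against untreated cells and 10 uM MG-132.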
15-hLO inh: qHTS Assay for Inhibitors of 15-hLO (15-human lipoxygenase); AID 887, 2007; 1.4% of 74,000 active; Potency, µM (top dose mostly 57.1 µM), inactives show top-dose activity change, negative = inhibition, usual class: inhibitors; purified 15hLO-1, xylenol orange hydroperoxide absorbance; Polyunsaturated fatty acid lipoxygenase ALOX15 (Homo sapiens), P16050; also: potency is read from the fitted curve at half-maximal effect; % is scaled to controls: 0 for no effect and ±100 for the full control effect; nearly all actives have a fitted effect of over 55% in size
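Purified human 15hLO-1 (40 nM final) in 25 mM Hepes pH 7.5, 0.01% Triton X-100 was preincubated with compound 15 min at room temperature, then reacted 6 min with 50 uM arachidonic acid; hydroperoxide detected by Fe-XO, 573/405 nm absorbance ratio.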
CRE-bla Fsk: Cell signaling CRE-BLA (Fsk stim); CHO CRE-bla reporter (cAMP response element driving beta-lactamase), forskolin EC10, beta-lactamase ratio; Potency, µM (highest dose often 38.2 µM), without a hit: at the highest dose activity change, negative = inhibition, actives largely listed as activators; 2.5% of 71,000 active; active = well fitted activation curve with a large enough effect in the signal ratio, with a control signal flat, not every such curve was filed as active; inconclusive = small, poorly fitted or top-dose-only effect, or effect the other way, or a change in a side signal; the % refers to the signal ratio; also: potency is read from the fitted curve at half-maximal effect; % of control where 0% means no effect
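AC50 values, positive or negative, reflect shifts in EC10 NKH 477-induced CRE-bla reporter activity in CHO cells. Incubation lasted 3 h at 37 °C before CCF4 substrate (2 h, room temperature) and ratiometric 460/530 nm reading.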
Tau filament bind: qHTS Assay for Tau Filament Binding | Potency, µM (doses to about 57.1 µM), without a hit: at the highest dose activity change, negative = inhibition | recombinant tau filaments, thioflavin S fluorescence, 15 h; filaments grown with octadecylsulfate alongside compound | 2% of 71,000 active | AID 596, 2007;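 also: potency is read from the fitted curve at half-maximal effect; % is scaled to controls: 0 for no effect and ±100 for the full control effect; actives lower thioflavin S fluorescence by blocking filaments or displacing dye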
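Read-out: ThS fluorescence, 450 nm excitation/510 nm emission; lower signal marks blocked filament formation or displaced dye. Tau at 1 uM with 30 uM ODS, 10 uM ThS, 5 mM DTT, 100 mM NaCl, 10 mM HEPES pH 7.4; 15 h, 37 C.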
HADH2 inh: qHTS Assay for Inhibitors of HADH2 (Hydroxyacyl-Coenzyme A Dehydrogenase, Type II); recombinant HADH2, NADH fluorescence, beta-hydroxybutyryl-CoA; 3.4% of 73,000 active; Potency, µM (doses to about 57.1 µM), for inactives: at the top dose activity change, negative = inhibition, most hits filed as inhibitors; also: potency is read from the fitted curve at half-maximal effect; % is scaled to controls: 0 for no effect and ±100 for the full control effect; nearly all actives have a fitted effect of over 60% in size; many of its hits are not listed in these tables
Target sequence (Q99714 whole entry, looked up, one chain of several): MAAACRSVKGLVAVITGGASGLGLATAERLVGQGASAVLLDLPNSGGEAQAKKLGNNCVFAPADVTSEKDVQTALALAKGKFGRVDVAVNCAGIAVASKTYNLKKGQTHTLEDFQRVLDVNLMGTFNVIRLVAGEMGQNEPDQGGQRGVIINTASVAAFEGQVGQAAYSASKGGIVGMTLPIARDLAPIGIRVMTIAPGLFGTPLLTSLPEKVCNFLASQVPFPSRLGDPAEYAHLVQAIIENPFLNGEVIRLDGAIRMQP
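E. coli-expressed His-tagged HADH2 tested at 20 nM in alkaline Tris buffer (pH 9.0); oxidation of 90 uM beta-hydroxybutyryl-CoA with 1 mM NAD+ tracked fluorimetrically for 4 min.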
ERK AVP inh: qHTS Assay for Inhibitors of the ERK Signaling Pathway using a Homogeneous Screening Assay | HEK293-V1b, vasopressin-stimulated pERK AlphaScreen | Potency, µM (doses to about 57.5 µM), without a hit: top-dose activity, negative = inhibition, most hits filed as inhibitors | 0.99% of 72,000 active; also: potency is read from the fitted curve at half-maximal effect; % is scaled to controls: 0 for no effect and ±100 for the full control effect; nearly all actives have a fitted effect of over 55% in size
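Overnight-seeded V1b-HEK293 cells in 1% FBS got compound, then vasopressin (25 nM final, 5 min, 37C), then lysis buffer. AlphaScreen detection of phospho-ERK; activity normalized to basal and full-stimulation controls.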
* marks the source's active call; other numbers are inactive results; ? = inconclusive; / = no result given; & = joins results of further samples; [ ] = remark or other dose. Unless noted, calls follow the shape of the dose curve; as a rule, active = well fitted curve in the direction sought with a large enough effect; inconclusive = small, poorly fitted or top-dose-only effect, or another doubt; inactive = no such curve, though single readings can be large; an effect the other way counts as inactive or inconclusive.

SMILES	Hsp90 Hop PPI	DNA Pol III inh	FLuc inh	HBB splicing	GFP derepression	Ub-GFP proteasome	15-hLO inh	CRE-bla Fsk	Tau filament bind	HADH2 inh	ERK AVP inh
CC(C)OS(C)(=O)=O	0%	3%	/	1.3%	/	/	-8%	-7%	0%	4%	-10%
C=C(C)c1ccccc1 (tested in a mixture with another compound)	-8%[11 µM]	-14%[11.4 µM]	6%[11.4 µM]	1.0%[9.22 µM]	8%[9.22 µM]	-3%[9.17 µM]	-8%[11.4 µM]	-1%[7.6 µM]	-20%[11.4 µM]	3%[11.4 µM]	-18%[11.5 µM]
CCCCn1c(CN2CCN(c3ccc(F)cc3)CC2)nc2c1c(=O)n(C)c(=O)n2C	-2%	-3%	0%	0.2%	/	-7%	3%	-12%	21%	?	/
[N-]=[N+]=CC(=O)CC[C@H](N)C(=O)O	-2%[11 µM]	-4%[11.4 µM]	2%[11.4 µM]	0.9%[9.22 µM]	-2%[9.22 µM]	6%[9.17 µM]	9%[11.4 µM]	9%[7.6 µM]	4%[11.4 µM]	8%[11.4 µM]	2%[11.5 µM]
Fc1ccccc1N1CCN(Cc2ccc3c(c2)OCO3)CC1	-10%[11 µM]	0%[11.4 µM]	0%	-6.0%[0.0738 µM]	0%	23%[9.17 µM]	-5%[11.4 µM]	?	-7%[11.4 µM]	5µM*	13%
CCN(CC)CCn1ncc2c(N)ncnc21	-6%[11 µM]	-10%[11.4 µM]	1%[11.4 µM]	1.8%[9.22 µM]	0%[9.22 µM]	-1%[9.17 µM]	0%[11.4 µM]	1%[7.6 µM]	8%[11.4 µM]	1%[11.4 µM]	-3%[11.5 µM]
CC(=O)C1C2c3ccccc3OC1(C)N=c1s/c(=C/c3cn(C)nc3C)c(=O)n12 (stereo not given)	-2%	0%	1%	0.5%	0%	15%	-7%	?	-4%	-15%	10%
O=C(Oc1ccccc1)N1CCC2(CC1)CCN(C(c1ccccc1)c1ccccc1)CC2	3%	1%	1%[11.4 µM]	2.2%	2%[9.22 µM]	-9%	-10%	1%	9%	-6%	-6%
CC(C)(C)NC[C@@H](O)COc1cccc2[nH]c(C#N)cc12	4%	-4%	-1%	/	-3%	-2%	-12%[25.6 µM]	-10%	-5%	13%	-17%
C[C@@]12CC[C@H]3[C@@H](CCC4=CC(=O)CC[C@]43C)[C@H]1CCC2=O	-4%	1%	0%	-1.2%	-2%	2%	/	4%	-2%	-17%	/
CCc1nnc(NC(=O)CCc2nc(C3=CCN(C)CC3)no2)s1	-7%	-2%	-2%	0.4%	-1%	1%	?	-3%	-3%	-11%	18%
CCCC[N+](=O)[O-]	-2%	-1%	/	-1.4%	/	/	1%	-10%	12%	2%	7%
O=C(Oc1ccccc1)N1CCC2(CCN(Cc3ccccc3)CC2)CC1	-3%	-5%	-1%[11.4 µM]	2.5%	0%[9.22 µM]	-6%	-2%	4%	-9%	8%	24%
CCOP(=S)(OCC)SCSC(C)(C)C	-1%	-4%	/	0.9%	/	/	-26%	-5%	-8%	?	-26%
Cc1ccccc1O	0%	-5%	/	0.7%	/	/	2%	-13%	6%	1%	-13%
COc1ccc(NC(=O)N2CCC3(CC2)CCN(C(=O)Oc2ccccc2)CC3)cc1	?	8%	2%[11.4 µM]	0.8%	0%[9.22 µM]	-15%	3%	5%	-8%	12%	-26%
O=c1cccc2n1CC1CC2CN(C(c2ccccc2)c2sc3ncnn3c2O)C1 (stereo not given)	-1%	-6%	0%	-0.2%	/	-13%	6%	3%	8%	-3%	/
CC1(C)C(c2ccccc2)=NC(c2cccnc2)=[N+]1[O-]	-2%	-1%	-1%	-0.4%	-5%	-6%	-4%	12%	-26%	-25%	-9%
COc1cc2c(cc1OC)C(C(=O)N1CCC3(CC1)OCCO3)C(c1ccccc1F)N(C)C2=O (stereo not given)	-2%	-2%	0%	-1.8%	-4%	11%	5%	9%	6%	2%	-6%
c1ccc(C[N+]23CN4CN(CN(C4)C2)C3)cc1	-6%[11 µM]	-10%[11.4 µM]	2%[11.4 µM]	1.8%[9.22 µM]	5%[9.22 µM]	8%[9.17 µM]	-4%[11.4 µM]	13%[7.6 µM]	6%[11.4 µM]	-11%[11.4 µM]	19%[11.5 µM]
CCOC(=O)N1CCN(C(C)C(=O)c2c[nH]c3ccccc23)CC1 (stereo not given)	0%	-4%	2%	0.8%[0.369 µM]	-2%	/	4%	?	-12%	-8%	-2%
Clc1cccc(Cl)c1Cl	-2%	-2%	/	-0.2%	/	/	-6%	-9%	2%	-4%	-12%
O=C(Nc1cc[c]([Sb](=[O])([OH])[OH])cc1)c1ccccc1	-8%[11 µM]	-16%[11.4 µM]	-1%[11.4 µM]	-0.5%[9.22 µM]	-2%[9.22 µM]	3%[9.17 µM]	/	-5%[7.6 µM]	20%[11.4 µM]	5%[11.4 µM]	/
C/C=C/CC#N	-3%	-7%	/	1.0%	/	/	-1%	-8%	2%	-1%	7%
CC(C)COC(=O)n1c(=O)oc2cc(S(=O)(=O)N3CCCCC3)ccc21	-7%	-22%	-2%	-5.0%[0.369 µM]	2%	-3%	-8%	26%	-2%	-7%	?
Cc1nc2ccc(Cl)cn2c1P(=S)(N1CCOCC1)N1CCOCC1	-5%	-1%	2%	2.1%	2%	-10%	8%	?	-2%	3%	2%
N#CCCCl	3%&2%	4%&2%	/	-0.8%&-0.6%	/	/	-13%&1%	1%&-6%	9%&113%	1%&5%	-7%&13%
CC(=O)c1c(C)nc2ccccc2c1N	10%	-6%	3.2µM*	-1.4%	3%	-2%	-4%	?	-11%	15%	-22%
COc1ccc(CN2CCN(c3ccccc3F)CC2)c(OC)c1	-2%[11 µM]	4%[11.4 µM]	0%	-0.6%[0.0738 µM]	-2%	-11%[9.17 µM]	-8%[11.4 µM]	?	-5%[11.4 µM]	-3%[11.4 µM]	3%

Of the compounds above, these have a halogen:
SMILES	Hsp90 Hop PPI	DNA Pol III inh	FLuc inh	HBB splicing	GFP derepression	Ub-GFP proteasome	15-hLO inh	CRE-bla Fsk	Tau filament bind	HADH2 inh	ERK AVP inh
CCCCn1c(CN2CCN(c3ccc(F)cc3)CC2)nc2c1c(=O)n(C)c(=O)n2C	-2%	-3%	0%	0.2%	/	-7%	3%	-12%	21%	?	/
Fc1ccccc1N1CCN(Cc2ccc3c(c2)OCO3)CC1	-10%[11 µM]	0%[11.4 µM]	0%	-6.0%[0.0738 µM]	0%	23%[9.17 µM]	-5%[11.4 µM]	?	-7%[11.4 µM]	5µM*	13%
COc1cc2c(cc1OC)C(C(=O)N1CCC3(CC1)OCCO3)C(c1ccccc1F)N(C)C2=O (stereo not given)	-2%	-2%	0%	-1.8%	-4%	11%	5%	9%	6%	2%	-6%
Clc1cccc(Cl)c1Cl	-2%	-2%	/	-0.2%	/	/	-6%	-9%	2%	-4%	-12%
Cc1nc2ccc(Cl)cn2c1P(=S)(N1CCOCC1)N1CCOCC1	-5%	-1%	2%	2.1%	2%	-10%	8%	?	-2%	3%	2%
N#CCCCl	3%&2%	4%&2%	/	-0.8%&-0.6%	/	/	-13%&1%	1%&-6%	9%&113%	1%&5%	-7%&13%
COc1ccc(CN2CCN(c3ccccc3F)CC2)c(OC)c1	-2%[11 µM]	4%[11.4 µM]	0%	-0.6%[0.0738 µM]	-2%	-11%[9.17 µM]	-8%[11.4 µM]	?	-5%[11.4 µM]	-3%[11.4 µM]	3%

Some of the compounds tested; rates above refer to the full screens.
